Tau FP inhib: qHTS for Inhibitors of Tau Fibril Formation, Fluorescence Polarization; K18 P301L tau heparin fibrillization, Alexa594 FP, 6 h; Potency, µM (top dose mostly 57.7 µM), for inactives: at the top dose activity, negative = inhibition, most hits filed as inhibitors; 280,000 tested, 0.39% active; AID 1468, 2008; note: potency is the fitted concentration of half-maximal effect; % is set by controls: 0 for no effect and ±100 for the full control effect; nearly all actives have a fitted effect of over 55% in size
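Heparin (20 uM) drove fibril formation of recombinant tau K18 P301L, 15 uM unlabeled with 0.24 uM Alexa 594 label, for 6 hr at 37 C in 100 mM sodium acetate pH 7. Fluorescence polarization (555/632 nm) read 1 hr after 30 uM ThT.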
GLA spleen mod: qHTS Assay for Inhibitors and Activators of Human alpha-Galactosidase From Spleen Homogenate; Alpha-galactosidase A (Homo sapiens), P06280; human spleen homogenate, 4MU-alpha-Gal fluorescence, 40 min; Potency, µM (doses to about 80 µM), for inactives: at the top dose activity change, negative = inhibition, usual class: inhibitors; 240,000 tested, 0.008% active; AID 2107, 2009;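 note: potency is the fitted concentration of half-maximal effect; 0% = enzyme with vehicle and -100% = no enzyme basal signal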
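Human spleen homogenate (1 ug) as enzyme source, 4-methylumbelliferyl-alpha-D-galactopyranoside 1 mM final, citrate/phosphate pH 5.0 with 0.01% Tween-20. Compounds 40 min at 37C, NaOH/glycine stop; fluorescence Ex 365/Em 440, Hill-fit AC50.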
Tau fluor cs: Counterscreen qHTS for Inhibitors of Tau Fibril Formation, Fluorescence Polarization | tau K18 P301L (four-repeat tau fragment) Alexa594 fluorescence, heparin fibrillization | 280,000 tested, 0.93% active | Potency, µM (doses to about 57.7 µM), for inactives: top-dose activity change, negative = decrease; note: potency is the fitted concentration of half-maximal effect; % is set by controls: 0 for no effect and ±100 for the full control effect; nearly all actives have a fitted effect of over 55% in size
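Human K18 P301L tau (15 uM unlabeled plus 0.24 uM Alexa 594-labeled, final) in 100 mM sodium acetate pH 7 was mixed with compound and 20 uM heparin and incubated 6 hr at 37 C.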
NPSR antagonist: qHTS Assay for Antagonists of the Neuropeptide S Receptor: cAMP Signal Transduction | 220,000 tested, 1% active | Q6W5P4 | Potency, µM (top dose mostly 38.3 µM), for inactives: at the highest dose activity change, negative = inhibition, usual class: inhibitors | AID 1461, 2008 | CHO-NPSR cells, cAMP TR-FRET, antagonist mode; note: potency is the fitted concentration of half-maximal effect; % is set by controls: 0 for no effect and ±100 for the full control effect; nearly all actives have a fitted effect of over 50% in size; many of its hits are not listed in these tables
Target sequence (Q6W5P4 whole entry, looked up): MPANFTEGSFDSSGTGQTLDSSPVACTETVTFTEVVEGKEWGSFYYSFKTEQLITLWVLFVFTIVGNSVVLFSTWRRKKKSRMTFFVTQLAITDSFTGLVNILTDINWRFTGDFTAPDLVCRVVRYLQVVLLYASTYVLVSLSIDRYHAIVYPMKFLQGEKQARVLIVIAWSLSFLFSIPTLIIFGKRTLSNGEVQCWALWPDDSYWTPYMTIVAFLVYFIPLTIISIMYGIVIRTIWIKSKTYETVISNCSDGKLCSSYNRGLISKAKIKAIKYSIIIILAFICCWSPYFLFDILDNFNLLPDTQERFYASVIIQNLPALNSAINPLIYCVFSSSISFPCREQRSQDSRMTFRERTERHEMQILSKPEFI
TR SRC2 fluor cs: Total Fluorescence Counterscreen for Inhibitors of the Interaction of Thyroid Hormone Receptor and Steroid Receptor Coregulator 2. TRb/SRC2 Texas Red total fluorescence interference. Potency, µM (titrated, usually from 106 µM), for inactives: at the highest dose fluorescence change, negative = quenching. 280,000 tested, 0.29% active. AID 1479, 2009; active = well fitted curve in either direction with a large enough effect; inconclusive = small, poorly fitted or top-dose-only effect; note: potency is the fitted concentration of half-maximal effect; % is set by controls: 0 for no effect and ±100 for the full control effect
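Human TRb ligand-binding domain at 0.6 uM with 20 nM Texas Red SRC2 peptide in Tris buffer containing 1 uM T3 and 5% DMSO, incubated with compound 5 h at ambient temperature. Total fluorescence (555/632 nm) calculated as parallel + 2 × perpendicular.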
CBFb RUNX1 block: qHTS Assay for Compounds Blocking the Interaction Between CBF-beta and RUNX1 for the Treatment of Acute Myeloid Leukemia; AlphaScreen CBFb-His/RUNX1-biotin binding, biochemical; Potency, µM (top dose mostly 59.8 µM), for inactives: top-dose activity, negative = inhibition, usual class: inhibitors; 230,000 tested, under 10 active; note: % of control where 0% means no effect
Target sequence (Q01196 whole entry, looked up): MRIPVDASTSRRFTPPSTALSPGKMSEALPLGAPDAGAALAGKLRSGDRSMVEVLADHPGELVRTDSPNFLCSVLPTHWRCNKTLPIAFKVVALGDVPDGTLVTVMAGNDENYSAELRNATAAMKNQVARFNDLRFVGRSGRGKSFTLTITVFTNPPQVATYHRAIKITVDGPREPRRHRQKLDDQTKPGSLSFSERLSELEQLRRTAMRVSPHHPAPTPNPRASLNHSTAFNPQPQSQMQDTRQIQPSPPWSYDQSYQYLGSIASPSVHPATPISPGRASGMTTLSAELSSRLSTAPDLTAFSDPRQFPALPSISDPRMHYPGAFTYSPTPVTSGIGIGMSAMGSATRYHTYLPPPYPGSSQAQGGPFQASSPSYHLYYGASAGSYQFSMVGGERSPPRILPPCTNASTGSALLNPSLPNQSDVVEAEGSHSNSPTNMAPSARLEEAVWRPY
Target sequence (Q13951 whole entry, looked up): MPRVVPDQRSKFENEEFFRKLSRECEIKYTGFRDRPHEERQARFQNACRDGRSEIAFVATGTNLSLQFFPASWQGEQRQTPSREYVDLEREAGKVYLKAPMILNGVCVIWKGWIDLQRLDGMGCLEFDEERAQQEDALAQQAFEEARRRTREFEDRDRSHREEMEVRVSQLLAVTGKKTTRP
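Interaction loss through any mechanism counts as activity. Pre-formed complex of His-CBF-beta and biotin-RUNX1 (30 nM apiece) is incubated with compound 15 min, then with 50 ng nickel and 50 ng streptavidin beads for 90 min before AlphaScreen detection.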
TRb-SRC2 inh: qHTS for Inhibitors of the Interaction of Thyroid Hormone Receptor and Steroid Receptor Coregulator 2; TRbeta-SRC2 peptide binding, fluorescence polarization; receptor liganded with 1 µM T3; Potency, µM (series often up to 106 µM), for inactives: at the highest dose activity change, negative = inhibition, most hits filed as inhibitors; 280,000 tested, 0.065% active;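 note: potency is the fitted concentration of half-maximal effect; plate controls were bound peptide for no effect and peptide without receptor for full effect; nearly all actives have a fitted effect of over 50% in size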
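Fluorescence polarization of 20 nM Texas Red SRC2 peptide with 0.6 uM human TRb ligand-binding domain, in Tris buffer with 1uM T3 and 5% DMSO. Incubated 5 hr ambient; normalized to unbound and bound controls.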
Epigenetic derep: Quantitative High-Throughput Screen for Regulators of Epigenetic Control | murine LDR cells, GFP reporter derepression, 30 h | Potency, µM (titrated, usually from 53.9 µM), for inactives: at the top dose GFP activation, usual class: activators | 280,000 tested, 0.2% active; note: potency is the fitted concentration of half-maximal effect; % of control where 0% means no effect; nearly all actives have a fitted effect of over 60% in size
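Murine LDR cells carrying a silenced, genomically integrated CMV-driven GFP reporter were exposed to compound for 30 hours at 37 C. After PBS washes, GFP-positive cells (20–120 um objects) were counted by laser-scanning microplate cytometry.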
* marks the source's active call; other numbers are inactive results; ? = inconclusive; . = no result given; [ ] = another dose, or the depositor's remark. Unless noted, calls come from the whole dose curve; as a rule, active = well fitted curve in the direction sought with a large enough effect; inconclusive = small, poorly fitted or top-dose-only effect, or another doubt; inactive = no such curve, though single readings can be large; an effect the other way counts as inactive or inconclusive.

Sequence of screens: Tau FP inhib	GLA spleen mod	Tau fluor cs	NPSR antagonist	TR SRC2 fluor cs	CBFb RUNX1 block	TRb-SRC2 inh	Epigenetic derep
Cc1ccc(C(=O)NCCCNc2ccccc2[N+](=O)[O-])cc1
  2%	-7%	9%	-17%	0%	5%	8%	6.7%
CC(C)CC(=O)Nc1ccc(C(=O)CN2CCC(C)CC2)cc1
  4%	-5%	-11%	-3%	-1%	-3%	-4%	-1.3%
CCc1ccc2c(c1)C1(SC(NC(C)=O)=NN1C(C)=O)C(=O)N2C(C)C (stereo not given)
  5%	1%	-8%	2%[46.1 µM]	-3%	4%	-12%	-1.1%
CCC1(C)Cc2c(sc3[nH]c(=O)[nH]c(=O)c23)CS1 (stereo not given)
  -14%	?	-10%	-7%[46.1 µM]	-1%	10%	2%	0.8%
COc1cc2cc(C(c3nnnn3C3CCCC3)N(C)C3CCCCC3)c(=O)[nH]c2cc1OC (stereo not given)
  0%	4%	-22%	-19%	-4%	-5%	-7%	-1.0%
CO[C@]1(NC(=O)C2SC(=C(C(N)=O)C(=O)O)S2)C(=O)N2C(C(=O)O)=C(CSc3nnnn3C)CS[C@H]21 (stereo not given in full)
  .	1%[29.1 µM]	.	.	1%[53 µM]	10%[21.7 µM]	-2%[53 µM]	-0.4%[16.9 µM]
COc1ccc(C(=O)NCC(=O)OCc2cc(=O)n3nc(C4CCCCC4)sc3n2)cc1
  0%	.	-3%	.	0%	.	-5%	0.0%
CCOc1cc(/C=N/NC(=O)C(=O)NC)cc(Br)c1O
  1%	7%	-7%	-9%	-2%	1%	3%	0.0%
Cc1c(C(=O)Nc2cccc(C(F)(F)F)c2)oc2ccc3c(c12)C(=O)CC(C)(C)O3
  -6%	.	-9%	.	-1%	.	9%	-0.7%
Cc1ccccc1-n1nc(C(=O)O)c(C)c(C#N)c1=O
  -5%	4%	-3%	4%[46.1 µM]	-2%	3%	-6%	-0.7%
COc1ccc(CNC(=O)C2CCC(CNS(=O)(=O)c3ccc4c(c3)CCCC(=O)N4)CC2)cc1 (stereo not given)
  0%	.	-26%	.	-1%	.	1%	-1.6%
CN(CCCCN1CCOCC1)Cc1nc(-c2ccc3c(c2)OCO3)no1
  -7%	5%	-4%	-24%	-4%	9%	3%	-9.5%
O=C(c1cccc(C(=O)N2CCN(c3ncccn3)CC2)c1)N1CCN(c2ncccn2)CC1
  3%	-10%	-5%	-15%[46.1 µM]	-6%	-1%	4%	0.0%
Cc1ccc(N(C(=O)c2ccc(Br)o2)C2C=CS(=O)(=O)C2)cc1 (stereo not given)
  2%	-2%	-3%	-3%[46.1 µM]	-1%	4%	-2%	-1.0%
CC(C)(C)NC(=O)c1cccc(NC(=O)Cc2ccc(Br)cc2)c1
  0%	-9%	-7%	-6%	0%	-4%	-3%	1.3%
CCOC(=O)CSc1nc(C)cc(C)n1
  -5%	1%	-11%	-2%[46.1 µM]	-5%	11%	-1%	0.7%
O=C(Nc1ccc(Cl)c(Cl)c1)c1ccc(Cn2c(=O)[nH]c3ccsc3c2=O)cc1
  ?	2%	-13%	-48%	0%	0%[2.36 µM]	6%	11%
S=C1CSc2ccccc2N1
  -5%	0%	-5%	6%	2%	-7%	0%	-0.9%
N#C/C(=N/Nc1ccc(OC(F)(F)F)cc1)C(N)=S
  4%	0%	?	?	-4%	-26%	-2%	-1.3%
C/C(N)=C(/C#N)C(=O)COC(=O)c1ccc(C#N)cc1
  -1%	2%	-10%	6%	2%	-4%	-5%	0.0%
Cc1ccc(NC(=O)CSc2nc(=O)n(CCCN(C)C)c3c2CCC3)cc1F
  2%	.	-12%	.	-1%	.	-10%	1.4%
CCc1ccc2nc(/N=C(\N)NC(=O)c3ccccc3)nc(C)c2c1
  -4%	-5%	-10%	?	0%	5%	1%	0.0%
COC(=O)c1ccc(NC(=O)Cc2coc3cc(C)ccc23)cc1
  ?	.	?	.	4%	.	-4%	1.9%
CC(Cc1ccccn1)NC(=O)CCc1nnc(C2CCCCC2)o1 (stereo not given)
  2%	1%	-3%	-15%	-2%	14%	-3%	1.5%
CN(C)C(=S)Nc1ccc2c(c1)OCO2
  -13%	3%	-11%	5%	1%	6%	-5%	1.5%
CC1=NC(=O)C(N=Nc2cccc(O)c2)N1c1ccccc1 (stereo not given)
  -4%	2%	?	-5%[46.1 µM]	-7%	?	-1%	0.1%
c1cc2c3c(cccc3c1)C(N1CCCCC1)=N2
  -4%	-5%	2%	-15%[46.1 µM]	3%	1%	-6%	-6.0%
COc1cc2nc(CN(C)Cc3ccc(SC)cc3)[nH]c(=O)c2cc1OC
  -7%	4%	-3%	-1%	-1%	9%	-3%	-2.8%
Cn1cccc1-c1nc2ccccc2n1Cc1ccccc1
  -6%	4%	-13%	-17%[46.1 µM]	3%	?	0%	0.0%
O=C(CSc1nc2ccccc2nc1Cc1ccc(F)cc1)Nc1ccc2c(c1)OCO2
  -8%	.	-13%	.	-2%	.	-5%	6.4%
Fc1ccc(CSc2nnc(-c3cc4c(s3)-c3ccccc3CC4)o2)cc1
  ?	14%	-14%	-11%[46.1 µM]	0%	15%	-1%	-1.1%
C=CCNC(=S)NNC(=O)c1cccn(Cc2cccc(Cl)c2)c1=O
  -2%	-2%	-10%	-5%[46.1 µM]	0%	-8%	0%	-1.0%
Cc1cc(NC(=O)CN2CCN(S(=O)(=O)c3ccc(Cl)cc3)CC2)no1
  3%	1%	-12%	-1%[46.1 µM]	-1%	5%	-2%	-1.0%
CCOC(=O)c1[nH]c(C)c(C(=O)Nc2ccccc2C)c1C
  -6%	-3%	-2%	15%[46.1 µM]	-1%	6%	-9%	1.3%
Cc1cc(C(=O)N/N=C/c2ccc(-c3cccc(Cl)c3Cl)o2)n[nH]1
  -6%	7%	-23%	-18%	0%	3%	-11%	-1.0%
CC(NCCO)C(=O)C12CC3CC(CC(C3)C1)C2 (stereo not given)
  -5%	-2%	2%	4%[46.1 µM]	-6%	6%	0%	-1.8%
Cc1cc(C)c(S(=O)(=O)Nc2ccc(C(N)=O)cc2)c(C)c1
  -2%	-3%	-9%	-9%	-1%[53 µM]	8%	1%[53 µM]	-0.3%
COc1ccc(S(=O)(=O)c2c(Nc3ccc(F)cc3)sc(C(=O)c3ccc(C)cc3C)c2N)cc1
  -9%	.	-3%	.	-4%	.	2%	-1.7%
CSc1nnc(C(C)c2ncc(C(F)(F)F)cc2Cl)n1C (stereo not given)
  4%	1%	-6%	18%	1%	-3%	2%	0.8%
O=C(c1cccnc1)n1nc(NCc2ccccc2)nc1NCc1ccccc1
  9%	7%	-19%	4%	-1%	-11%	-1%	0.5%
CC(=O)c1c(C)[nH]c(C(=O)COC(=O)CNS(=O)(=O)c2ccccc2)c1C
  -3%	4%	-10%	6%[7.67 µM]	1%	-4%	-1%	-3.4%
CC(CCc1ccccc1)NC(=O)/C=C/c1ccc(Cl)cc1 (stereo not given)
  -1%	3%	-17%	-28%	1%	-1%	3%	-5.1%
O=C(Nc1cccc(C(F)(F)F)c1)C1CCN(c2nnc(-n3cccc3)s2)CC1
  -18%	.	?	.	0%	.	7%	-1.1%
COc1ccc(-n2cnc3cc(NS(=O)(=O)c4ccccc4)ccc32)cc1
  ?	8%	-28%	-1%	3%	9%	-15%	-1.0%
COCCCNC(=O)C1CCN(Cc2cc3ccccc3n2Cc2ccccc2C)CC1
  5%	.	1%	.	1%	.	3%	-1.3%

One compound at a time (already shown). Values in the order: Tau FP inhib	GLA spleen mod	Tau fluor cs	NPSR antagonist	TR SRC2 fluor cs	CBFb RUNX1 block	TRb-SRC2 inh	Epigenetic derep
O=C(Nc1ccc(Cl)c(Cl)c1)c1ccc(Cn2c(=O)[nH]c3ccsc3c2=O)cc1 across the screens: ?	2%	-13%	-48%	0%	0%[2.36 µM]	6%	11%
S=C1CSc2ccccc2N1 across the screens: -5%	0%	-5%	6%	2%	-7%	0%	-0.9%

Additional results.
Sequence of screens: Tau FP inhib	GLA spleen mod	Tau fluor cs	NPSR antagonist	TR SRC2 fluor cs	CBFb RUNX1 block	TRb-SRC2 inh	Epigenetic derep
CC(Oc1ccc(Cl)cc1)C(=O)Nc1nccs1 (stereo not given)
  -11%	10%	-7%	1%[46.1 µM]	-1%	3%	-22%	-1.0%
CCc1ccc(CCN2C(=O)c3ccccc3C2=O)nc1
  5%	-2%	3%	2%[7.67 µM]	-2%	6%	3%	-0.3%
Cc1nc(-c2ccc(Cl)cc2)sc1C1(C)CC(c2ccc(OC(F)(F)F)cc2)=NO1 (stereo not given)
  7%	6%	9%	-9%	1%	-1%	8%	-0.6%
Cc1cccc(N2CCN(C(=O)/C=C/c3ccco3)CC2)c1C
  -10%	-4%	-23%	-23%	1%	9%	-2%	-3.2%
S=c1nc(-c2ccccc2)[nH]c2ccccc12
  -7%	-8%	1%	-37%	-1%	-4%	-1%	1.5%
O=S(=O)(c1ccc(Cl)cc1)N1CCC2(CC1)CO2
  8%	-3%	2%	10%	-2%	9%	-4%	0.9%
CCOc1cc(C2C(C(C)=O)=C(O)C(=O)N2CCc2c[nH]c3ccccc23)ccc1O (stereo not given)
  0%	-5%	3%	-17%	-1%	-2%	6%	0.0%
Cc1cc(C)n(C(=O)CNC(=O)CCc2ccccc2)n1
  5%	-14%	-3%	-10%[46.1 µM]	-1%	2%	6%	5.4%

Screening results: PubChem, National Center for Advancing Translational Sciences (NCATS)

A portion of the library; count on the stated rates, not on these rows.
